EPAC1 ag: EPAC1 (human) agonism; Potency, µM (series often up to 154 µM), without a hit: at the highest dose activation, actives largely listed as activators; hit rate 0.073% among 360,000; EPAC1 agonist qHTS, biochemical assay; response scale: 100% = response to 6.5 mM cAMP; O95398; further: potency means the concentration at half of the fitted maximal effect; nearly all actives have a fitted effect of over 60% in size
Target sequence (O95398 whole entry, looked up): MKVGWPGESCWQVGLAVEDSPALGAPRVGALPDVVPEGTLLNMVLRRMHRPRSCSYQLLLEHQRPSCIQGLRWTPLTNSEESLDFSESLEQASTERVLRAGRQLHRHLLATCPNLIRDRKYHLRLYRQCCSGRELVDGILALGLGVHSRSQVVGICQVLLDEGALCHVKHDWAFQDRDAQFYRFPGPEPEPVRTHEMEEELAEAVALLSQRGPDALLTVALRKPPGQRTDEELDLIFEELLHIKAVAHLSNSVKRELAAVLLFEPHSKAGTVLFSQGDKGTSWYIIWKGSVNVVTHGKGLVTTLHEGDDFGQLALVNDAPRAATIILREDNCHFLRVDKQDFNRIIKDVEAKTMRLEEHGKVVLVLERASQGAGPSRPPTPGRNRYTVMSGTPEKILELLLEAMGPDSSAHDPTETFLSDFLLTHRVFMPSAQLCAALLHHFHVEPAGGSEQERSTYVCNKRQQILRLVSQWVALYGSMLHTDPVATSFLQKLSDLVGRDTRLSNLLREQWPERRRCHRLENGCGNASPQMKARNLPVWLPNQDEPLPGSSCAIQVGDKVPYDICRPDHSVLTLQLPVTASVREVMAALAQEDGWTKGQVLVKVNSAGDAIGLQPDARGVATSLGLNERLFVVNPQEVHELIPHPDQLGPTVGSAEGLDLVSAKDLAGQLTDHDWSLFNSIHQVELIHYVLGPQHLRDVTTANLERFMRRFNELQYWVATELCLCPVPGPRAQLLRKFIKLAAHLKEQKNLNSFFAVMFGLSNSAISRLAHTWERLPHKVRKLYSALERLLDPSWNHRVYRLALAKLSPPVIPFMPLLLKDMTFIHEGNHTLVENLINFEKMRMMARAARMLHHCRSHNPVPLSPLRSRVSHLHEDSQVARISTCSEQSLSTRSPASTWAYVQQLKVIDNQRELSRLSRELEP
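EPAC1 100 nM, Rap1B–BODIPY-GDP 250 nM, unlabeled GDP 50 uM; compound titration; 5 min RT; kinetic read ex480/em540 at 5-min intervals ×30 min; data normalized to 6.5 mM cAMP agonist control.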
EPAC1 antag: blocks human EPAC1 exchange factor. O95398. EPAC1 GEF assay, Rap1b-BODIPY-GDP exchange fluorescence. Potency, µM (highest dose often 115 µM), for inactives: top-dose activity change, negative = inhibition, actives largely listed as inhibitors. hit rate 0.14% among 360,000. AID 720709;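 further: potency means the concentration at half of the fitted maximal effect; plate controls were vehicle for no effect and positive control for full effect; nearly all actives have a fitted effect of over 50% in size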
PI5P4K alpha inh: PI5P4K alpha (human) kinase inhibition | PI5P4Kalpha enzyme, ADP-Glo luminescence, 60 min; hits give low values | max response, % | hit rate 1.2% among 330,000 | AID 652105; active means max response of -50% or lower; inconclusive means between -30% and -50%; inactive means -30% or higher; further: value at the top dose of about 77 µM; on the % scale 0 is the no-effect control and ±100 the full control effect
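Compounds were pin-transferred onto PI5P4Kalpha and substrate in HEPES pH 7.4 buffer with EGTA, CHAPS and 5% DMSO. ATP (5 microM final) started the reaction, which ran 60 minutes at room temperature before ADP-Glo detection.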
WRN helicase inh: inhibitors of human WRN helicase | WRN helicase unwinding, fluorescent forked duplex, kinetic | Potency, µM (highest dose often 114 µM), inactives show at the highest dose activity change, negative = inhibition, usual class: inhibitors | hit rate 0.46% among 360,000; further: potency means the concentration at half of the fitted maximal effect; on the % scale 0 is the no-effect control and ±100 the full control effect; nearly all actives have a fitted effect of over 55% in size
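Kinetic fluorescence helicase assay: unwinding of a quenched forked DNA duplex (100 nM final) with 2 mM ATP final raises red fluorescence (525/598 nm). Compounds sat 15 min at room temperature with 20 nM WRN beforehand.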
CCT modulator: modulators of cytosolic chaperonin (CCT/TRiC) activity. activity change, % (concentration not given with the values), hits read low. AID 651819. hit rate 0.3% among 360,000. purified chaperonin ATPase assay, HTRF ADP detection, 30 min; in the data active means activity change below about -30%; further: on the % scale 0 is the no-effect control and ±100 the full control effect
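We incubate TRiC, 40 or 20 nM final, with library compounds at 76 uM and 10 uM ATP for 30 min at 37 °C. ADP formed is detected with Transcreener HTRF reagents after 30 min at room temperature.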
PLK1 PBD block: blocks phosphopeptide binding to human PLK1 polo-box domain; P53350; Plk1 PBD binding of FITC phosphopeptide, fluorescence polarization; Potency, µM, inactives show max response, negative = inhibition, hits mostly inhibitors; hit rate 2.8% among 360,000; AID 720504; further: potency means the concentration at half of the fitted maximal effect; series mostly up to about 57 µM; on the % scale 0 is the no-effect control and ±100 the full control effect; nearly all actives have a fitted effect of over 65% in size
EPAC2 antagonist: antagonists of human EPAC2; EPAC2 GEF exchange of Rap1B-BODIPY-GDP, fluorescence; Potency, µM (highest dose often 114 µM), for inactives: at the top dose activity, negative = inhibition, most hits filed as inhibitors; hit rate 0.18% among 360,000; further: potency means the concentration at half of the fitted maximal effect; on the % scale 0 is the no-effect control and ±100 the full control effect; nearly all actives have a fitted effect of over 45% in size; many of its hits are not listed in these tables
Mm-Cpn inhibitor: blocks the Methanococcus maripaludis chaperonin Mm-Cpn | purified Mm-Cpn ATPase, ADP Transcreener TR-FRET | Potency, µM (highest dose often 76.9 µM), for the others: top-dose activity, negative = inhibition, hits mostly inhibitors | hit rate 0.031% among 330,000; further: potency means the concentration at half of the fitted maximal effect; on the % scale 0 is the no-effect control and ±100 the full control effect; nearly all actives have a fitted effect of over 80% in size
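Quantitative HTS used 25 nM Mm-CPN and 10 uM ATP in magnesium/KCl Tris buffer, pH 7.4, with 1 mM DTT. Hydrolysis ran 30 min at 37°C; ADP was read by HTRF.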
* hit, by the source's call; ? = inconclusive; / = no result given; & = joins results of further samples; [ ] = remark or other dose. Unless noted, the call rests on the fitted dose curve; in most records, active means well fitted curve in the direction sought with a large enough effect; inconclusive means small, poorly fitted or top-dose-only effect, or another doubt; inactive means no such curve, though single readings can be large; an effect the other way counts as inactive or inconclusive. Not all compounds are listed; rates above refer to the full screens.

SMILES | EPAC1 ag | EPAC1 antag | PI5P4K alpha inh | WRN helicase inh | CCT modulator | PLK1 PBD block | EPAC2 antagonist | Mm-Cpn inhibitor
O=C(CN1C(=O)C(c2ccccc2)Oc2cccnc21)NCc1ccccc1F (centres undefined) | 17% | 9% | ? | -1% | -0.8 | 7.5µM* | -3% | -2%
O=C(NCCc1ccccc1)c1nc2ncccn2n1 | 7% | 2% | / | -3% | -2.6 | -4% | -1% | -1%
O=C(Nc1ccc(Cl)c(Cl)c1)OCCNC(=O)c1ccncc1 | -9% | 1% | 8 | -8% | -1.0 | 9% | -11% | -1%
C/C(=C/C(=O)N1CCc2ccccc21)C(=O)O | -5% | 0% | -6 | -8%[57.1 µM] | 0.2 | 3% | 15% | -1%
O=C(c1ccccc1Cl)c1c(O)c2ccccc2oc1=O | -8% | -1% | -7 | 1% | -0.1 | 1% | -1% | /
O=C(c1ccc(Cl)cc1)N(Cc1ccc(Br)cc1)N1C(=O)CCC1=O | 13% | -17% | -3 | -15% | 1.2 | -22% | -19% | -1%
CCOC(=O)C1=C[C@@H](c2ccccc2)N(S(=O)(=O)c2ccc(C)cc2)[C@H]1c1ccc(OC)cc1 | 9% | -7% | 5 | -8% | 0.7 | -2% | -5% | /
CN(C)C(=O)CN1CCN(Cc2nc(CC3CC3)no2)CC1 | 16% | -9% | 1 | 3% | -0.1 | 0% | 5% | -3%
CCCOCC(O)CC(CC)C(=O)NNC(=S)Nc1ccccc1 (centres undefined) | 3% | 1% | 1 | 15% | -1.1 | -26% | -5% | -1%
O=C(c1ccncc1)N1CCCC(N2CCN(c3cccc(C(F)(F)F)c3)CC2)C1 (centres undefined) | -2% | 21% | 7 | 10% | 0.6 | 1% | 3% | 1%
CCOc1ccc(NCCC(=O)c2ccc3c(c2)OCO3)cc1 | 4% | 16% | / | -8% | -1.9 | -18% | 0% | -2%
O=C(COC(=O)c1cccnc1SC(F)F)NC1CC1 | -7% | -14% | 0 | 0% | 2.6 | 3% | 12% | -2%
Cc1cnc(C(=O)Nc2c(-c3ccccc3)[nH][nH]c2=O)cn1 | 6% | -26% | 7 | -7% | / | -27% | 1% | /
O=C(c1cccc(S(=O)(=O)N2CCCC2)c1)c1cccc(S(=O)(=O)N2CCCC2)c1 | 3% | 4% | 2 | -2% | 1.1 | -10% | -3% | 0%
O=[N+]([O-])/C(C(Cl)=C(Cl)Cl)=C1\Nc2ccccc2O1 | 7% | -8% | -12 | ? | 0.3 | ? | 0% | -1%
CC(NC(=O)C1CCN(S(=O)(=O)c2cccc3nonc23)CC1)c1ccccc1 (centres undefined) | 1% | -27% | -27 | -6% | 1.4 | -3% | -22% | 1%
C[C@@H]1CN([C@H](C)CO)C(=O)CCCn2nncc2CO[C@H]1CN(C)C(=O)Nc1cccc2ccccc12 | -5% | -3% | 0 | -4% | 0.0 | -27% | -5% | /
Cc1cc(C)n(-c2ccc(C(=O)Nc3nnc(C4CC4)s3)cc2)n1 | 4% | 4% | / | 10% | -0.3 | 1% | -3% | 0%
Cc1cccc(N(CC(=O)N=Nc2c(O)[nH]c3ccccc23)S(C)(=O)=O)c1C | 18% | 1% | / | -16% | -0.3 | 0% | -13% | -1%
Cn1c(=O)c2c(ncn2CC(=O)OCC(=O)c2ccc(Br)cc2)n(C)c1=O | -4% | -19% | -57* | -3% | -0.9 | -25% | -9% | /
CC(C)Oc1ccc(C(CC(=O)N(C)CCC#N)c2ccc(F)cc2)cc1 (centres undefined) | -17% | -17% | 3 | 4% | -1.2 | -9% | -2% | -2%
Cc1cccc(CNc2ncnc3ccc(-c4ccoc4)cc23)c1 | -3% | 3% | / | / | / | / | -17% | 1%&-1%
OCCN1CCN(CC/C=C2/c3ccccc3Sc3ccc(C(F)(F)F)cc32)CC1 | -20% | -22% | 20 | 5% | 1.0 | -2% | ? | 1%
O=C(c1ccccc1)c1cc2c(cc1[N+](=O)[O-])OCCO2 | 2% | -6% | 1 | -3% | 0.1 | 5% | -20% | -2%
CCCNC(=O)Cn1nc(C(F)(F)F)c2c1CCC2 | 1% | 1% | 4 | -1% | -0.2 | -2% | -10% | -3%
NC(=O)C1CN(S(=O)(=O)c2ccc(Cl)cc2F)c2ccccc2O1 (centres undefined) | 2% | -25% | -4 | 7% | -2.0 | 1% | -7% | 3%
O=C(/C=C/c1ccc(OCCCF)cc1)N1CCN(Cc2ccccc2)CC1 | 3% | 0% | -2 | 8% | -1.0 | -1% | -8% | 0%
CC(C)c1ccc(NC(=O)COc2ccccn2)cc1 | 2% | -26% | 1 | 12% | -2.7 | -14% | -10% | 0%
COc1ccccc1C(=O)NCCC(=O)NC1CCCCC1C (centres undefined) | 4% | -12% | -3 | 3% | -0.1 | -3% | 9% | -2%
O=c1c(F)cn(C2CCCO2)c(=O)n1Cc1c(Cl)cccc1Cl (centres undefined) | -1% | 3% | / | 7% | -4.0 | -3% | 7% | 1%
COC(=O)C1CCCCN1C(=O)c1ccc(OC2CCN(C(C)=O)CC2)c(OC)c1 (centres undefined) | -10% | 12% | 0 | -20% | 0.8 | 1% | 24% | -5%
O=C(O)c1ccc(/C=N\Nc2ccccn2)cc1 | 8% | -15% | -27 | ? | -3.2 | -13% | -6% | /
Cc1ccc(-c2cc3nc(-c4ccccc4)cc(N)n3n2)cc1 | 6% | -1% | 0 | 1% | 0.5 | -7% | -1% | -2%
O=C(N/N=C/c1coc2ccccc2c1=O)c1cc(Br)c(O)c(Br)c1 | -12% | 4% | -70* | -13%[11.6 µM] | 2.0 | ? | 22% | 0%
COc1cc(C)c(S(=O)(=O)Nc2ccc(CC(=O)O)cc2)cc1C | 0% | -1% | 1 | 2% | 1.1 | -11% | 4% | 0%
COc1cc(NS(=O)(=O)c2csc(C(N)=O)c2)cc(OC)c1 | -16% | -20% | 0 | -3% | -3.8 | 5% | 4% | 0%
CCOc1cc(/C=N/NC(=O)c2ccncc2)ccc1OC(=O)c1ccccc1 | 1% | ? | 2 | -2% | 0.4 | -2% | 2% | -18%
COc1cccc(C(=O)NCC(=O)OCC(=O)Nc2cc(OC)c([N+](=O)[O-])cc2C)c1 | 0% | -14% | 2 | -24%[57.1 µM] | -1.2 | -4% | -1% | 0%
CSc1nc(N(C)CCO)c2sc3nc(-c4ccco4)c4c(c3c2n1)CCC4 | -3% | 45µM* | / | 22µM* | 0.4 | 24µM* | -14% | -6%
Cc1cc(C)c2c(=O)n(-c3ccccc3)[nH]c2n1 | 7% | 17% | / | 2% | 1.1 | -5% | 11% | -2%

The last seven records of the section above open the next one:
SMILES | EPAC1 ag | EPAC1 antag | PI5P4K alpha inh | WRN helicase inh | CCT modulator | PLK1 PBD block | EPAC2 antagonist | Mm-Cpn inhibitor
O=C(N/N=C/c1coc2ccccc2c1=O)c1cc(Br)c(O)c(Br)c1 | -12% | 4% | -70* | -13%[11.6 µM] | 2.0 | ? | 22% | 0%
COc1cc(C)c(S(=O)(=O)Nc2ccc(CC(=O)O)cc2)cc1C | 0% | -1% | 1 | 2% | 1.1 | -11% | 4% | 0%
COc1cc(NS(=O)(=O)c2csc(C(N)=O)c2)cc(OC)c1 | -16% | -20% | 0 | -3% | -3.8 | 5% | 4% | 0%
CCOc1cc(/C=N/NC(=O)c2ccncc2)ccc1OC(=O)c1ccccc1 | 1% | ? | 2 | -2% | 0.4 | -2% | 2% | -18%
COc1cccc(C(=O)NCC(=O)OCC(=O)Nc2cc(OC)c([N+](=O)[O-])cc2C)c1 | 0% | -14% | 2 | -24%[57.1 µM] | -1.2 | -4% | -1% | 0%
CSc1nc(N(C)CCO)c2sc3nc(-c4ccco4)c4c(c3c2n1)CCC4 | -3% | 45µM* | / | 22µM* | 0.4 | 24µM* | -14% | -6%
Cc1cc(C)c2c(=O)n(-c3ccccc3)[nH]c2n1 | 7% | 17% | / | 2% | 1.1 | -5% | 11% | -2%
CCn1cnc2sc(C(=O)Oc3ccc(Br)cc3)c(C)c2c1=O | 6% | -14% | 7 | 0% | 0.7 | -7% | -2% | 0%
COc1ccc(CCNC(=O)c2cc(-c3cc(C)cc(C)c3O)n[nH]2)cc1OC | -4% | -10% | 6 | -8% | -2.1 | -13% | -15% | 1%
O=C(Cc1ccc(Cl)cc1Cl)NCC1(N2CCOCC2)CCCCC1 | -13% | -12% | 9 | -12% | 2.5 | 1% | 0% | 2%
O=C(COC(=O)COc1ccccc1)NCc1ccco1 | -12% | 13% | -6 | -4% | -1.2 | 1% | 9% | -1%
CCOc1ccc(S(=O)(=O)NCCC(=O)N(C)Cc2ccc(C)o2)cc1 | -4% | 8% | 6 | -7% | -1.9 | 0% | 5% | 1%
COc1ccc(C/C(C)=N/Nc2nc(C)cc(=O)[nH]2)cc1 | 9% | -4% | 2 | -8% | -4.5 | -6% | -10% | -1%
COc1ccc(OCc2nn3c(-c4ccccn4)nnc3s2)cc1 | 3% | -12% | 0 | -12% | -2.9 | -6% | 0% | -1%
CN(CC(=O)Nc1ccc(F)c(F)c1F)C(=O)C1CCCN1C(=O)c1cccs1 (centres undefined) | -6% | 9% | -3 | 11% | -0.6 | -6% | 19% | /
Cc1c(C(=O)NCCN(C)C)oc2ccc(S(=O)(=O)N3CCCC3)cc12 | -4% | 0% | 2 | 0% | -5.1 | -10% | 1% | 0%
CC(C)(C)C(=O)Nc1nc2c(c(=O)[nH]1)CCCC2 | 6% | -13% | -2 | -4% | -0.8 | -19% | 1% | 5%
CCc1cc2c3c([nH]c2cc1S(=O)(=O)N1CCC2(CC1)OCCO2)CCCC3=O | -7% | 15% | -3 | 0% | -0.7 | -13% | 0% | -2%

Rewritten tab-delimited: entries from further up.
SMILES	EPAC1 ag	EPAC1 antag	PI5P4K alpha inh	WRN helicase inh	CCT modulator	PLK1 PBD block	EPAC2 antagonist	Mm-Cpn inhibitor
COc1ccc(CCNC(=O)c2cc(-c3cc(C)cc(C)c3O)n[nH]2)cc1OC	-4%	-10%	6	-8%	-2.1	-13%	-15%	1%
COc1ccc(OCc2nn3c(-c4ccccn4)nnc3s2)cc1	3%	-12%	0	-12%	-2.9	-6%	0%	-1%
